ERK AVP inh = inhibitors of vasopressin-stimulated ERK signaling pathway | AID 995 | 72,000 tested, 0.99% active | Potency, µM (doses to about 57.5 µM), inactives show at the top dose activity, negative = inhibition, actives largely listed as inhibitors | HEK293-V1b, vasopressin-stimulated pERK AlphaScreen; also: potency is read from the fitted curve at half-maximal effect; % is scaled to controls: 0 for no effect and ±100 for the full control effect; nearly all actives have a fitted effect of over 55% in size
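HEK293 cells stably expressing V1b receptor, seeded overnight in 1% FBS, were treated with compounds for 30 min at 37C, then stimulated 5 min with 25 nM vasopressin; phospho-ERK read by AlphaScreen SureFire after lysis.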
Fluorescein fluor = compound autofluorescence in fluorescein spectral region; max fluorescein-equivalent concentration, M; 59,000 tested, 0.91% active; AID 593; Compound autofluorescence, 480/540 nm, fluorescein-equivalent; hits give high values; in the data active = max fluorescein-equivalent concentration above about 10 nM; inconclusive = between about 1.1 nM and that limit
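Spectral profiling of library compounds in the fluorescein window (480 nm excitation, 540 nm emission) after 15 min at room temperature in pH 8.0 Tris (100 mM). Values are dye-equivalent concentrations.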
4-MU autofl = compound fluoresces in the 4-MU spectral region; max dye-equivalent concentration, M; compound autofluorescence, 340/450 nm, 4-MU equivalents; hits give high values; 59,000 tested, 11% active; in the data active = max dye-equivalent concentration above about 10 nM; inconclusive = mostly about 1.1 nM to 9.6 nM
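Intrinsic fluorescence at 340/450 nm (ex/em) was read after 15 min at room temperature in pH 8.0, 100 mM Tris. Each compound concentration expressed as 4-MU-equivalent concentration from a six-point 4-MU standard series on each plate.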
TexasRed autofl = compounds fluorescent in Texas Red spectral region. AID 587. max dye-equivalent concentration, M. Compound fluorescence, Texas Red channel, 547/618 nm; hits give high values. 59,000 tested, 0.06% active; in the data active = max dye-equivalent concentration above about 10 nM; inconclusive = between about 1.1 nM and that limit
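Pin-transferred compounds and Texas Red standards go into 100 mM Tris buffer, pH 8.0. After 15 min at room temperature, plates are imaged with 547/618 nm filters. Each value is a dye-equivalent concentration derived from the per-plate dye curve.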
GFP derepression = epigenetic modulators derepressing GFP locus in mouse cells; mouse C127i GFP locus derepression, cytometry, 30 h; Potency, µM (titrated, usually from 46.1 µM), for inactives: top-dose GFP derepression (activation); 68,000 tested, 0.09% active; also: % of control where 0% means no effect
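Derepression screen: silenced CMV-GFP reporter in murine C127i cells, 30 h compound incubation at 37 C, washed cells imaged by laser-scanning cytometer to enumerate GFP-expressing objects of 20 to 120 um.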
FLuc inh = inhibitors of firefly luciferase; P08659; purified firefly luciferase, luminescence, 8 min; Potency, µM (series often up to 57.1 µM), inactives show at the highest dose activity change, negative = inhibition, most hits filed as inhibitors; 72,000 tested, 2.2% active; also: potency is read from the fitted curve at half-maximal effect; % is scaled to controls: 0 for no effect and ±100 for the full control effect; nearly all actives have a fitted effect of over 40% in size
Target sequence (P08659 whole entry, looked up): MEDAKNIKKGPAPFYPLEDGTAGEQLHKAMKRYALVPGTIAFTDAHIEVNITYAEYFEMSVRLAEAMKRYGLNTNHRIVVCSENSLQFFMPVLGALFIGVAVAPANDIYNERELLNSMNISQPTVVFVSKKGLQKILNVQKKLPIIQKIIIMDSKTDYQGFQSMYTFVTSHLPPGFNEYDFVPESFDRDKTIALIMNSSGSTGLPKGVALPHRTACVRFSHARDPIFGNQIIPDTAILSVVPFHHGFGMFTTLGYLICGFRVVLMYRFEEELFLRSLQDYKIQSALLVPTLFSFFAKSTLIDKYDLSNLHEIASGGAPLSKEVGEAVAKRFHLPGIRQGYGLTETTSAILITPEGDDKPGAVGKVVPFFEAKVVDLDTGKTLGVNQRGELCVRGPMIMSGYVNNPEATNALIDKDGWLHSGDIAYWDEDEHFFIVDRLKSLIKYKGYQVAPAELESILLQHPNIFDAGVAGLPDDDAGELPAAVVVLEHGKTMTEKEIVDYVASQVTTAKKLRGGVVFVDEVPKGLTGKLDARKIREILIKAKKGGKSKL
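qHTS concentration-response profiling: light output of P. pyralis luciferase with luciferin and 10 uM ATP, imidazole buffer pH 7.2. Read by luminescence after 8-min room-temperature incubation.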
Ub-GFP proteasome = proteasome inhibitors stabilizing ubiquitin-GFP reporter; Ubiquitin-GFP reporter cells, proteasome inhibition, GFP fluorescence; response scale: untreated = 0%, 10 µM MG-132 = 100%; Potency, µM (titrated, usually from 45.9 µM), without a hit: at the highest dose activation (GFP accumulation), most hits filed as activators; 67,000 tested, under 10 active; active = well fitted activation curve with a large enough effect, not every such curve was filed as active; inconclusive = small, poorly fitted or top-dose-only effect, or another doubt; inactive = no such curve, though single readings can be large or run the other way; also: potency is read from the fitted curve at half-maximal effect
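U2OS Ub(G76V)-GFP reporter; O/N plating, 0.5% FBS; cpd 46 uM–2.9 nM, 4 h, 37 °C; GFP+ cell count, 488/515 nm; norm. to basal vs 10 uM MG-132; CRC fit.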
Hsp90 Hop PPI = changes Hsp90-Hop TPR2A binding signal, up or down; AlphaScreen TPR2A-His6 binding biotin-Hsp90 C-terminal peptide; Potency, µM (doses to about 57 µM), inactives show top-dose activity change, negative = inhibition; 71,000 tested, 0.44% active; active = well fitted curve in either direction with a large enough effect; inconclusive = small, poorly fitted or top-dose-only effect, or another doubt; also: potency is read from the fitted curve at half-maximal effect; % is scaled to controls: 0 for no effect and ±100 for the full control effect; many of its hits are not listed in these tables
A350 autofl = A350 region autofluorescence; max dye-equivalent concentration, M; 59,000 tested, 11% active; Compound autofluorescence, 340/450 nm, Alexa 350 dye-equivalents; hits give high values; in the data active = max dye-equivalent concentration above about 10 nM; inconclusive = mostly about 1.1 nM to 9.6 nM
CRE Fsk mod = modulators of forskolin-stimulated CRE signaling in CHO cells. CHO CRE-bla reporter (cAMP response element driving beta-lactamase), forskolin EC10, beta-lactamase ratio. AID 662. Potency, µM (top dose mostly 38.2 µM), for the others: at the highest dose activity change, negative = inhibition, most hits filed as activators. 71,000 tested, 2.5% active; active = well fitted activation curve with a large enough effect in the signal ratio, with a control signal flat, not every such curve was filed as active; inconclusive = small, poorly fitted or top-dose-only effect, or effect the other way, or a change in a side signal; the % refers to the signal ratio; also: potency is read from the fitted curve at half-maximal effect; % of control where 0% means no effect
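Titrated compounds plus EC10 NKH 477 on CHO CRE-bla cells, 3 h, 37 °C. CCF4, 2 h RT. Ratio 460/530 nm → AC50.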
HBB splice mod = alters splicing of the hemoglobin beta chain. HBB splicing reporter cell assay, activation; EGFP reporter with mutant IVS2-654 intron; response scale: normalised to 500 nM splice-correcting PNA. Potency, µM (series often up to 46.1 µM), without a hit: top-dose activation, actives largely listed as activators. 65,000 tested, 0.06% active. AID 925; also: potency is read from the fitted curve at half-maximal effect; 0% is about no effect
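HeLa cells stably expressing EGFP interrupted by mutant beta-globin intron 2 (IVS2-654), 500/well in 2% FCS. Treated with compound for 2 days at 37C. Splicing correction scored as total well GFP intensity (488 nm excitation, 500-520 nm emission); 500 nM antisense PNA served as control.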
The depositor's hits bear a star; i = inactive; u = inconclusive; x = not tested or not shown; [ ] = remark or other dose. Unless noted, calls follow the shape of the dose curve; as a rule, active = well fitted curve in the direction sought with a large enough effect; inconclusive = small, poorly fitted or top-dose-only effect, or another doubt; inactive = no such curve, though single readings can be large; an effect the other way counts as inactive or inconclusive.

compound,A350 autofl,4-MU autofl,FLuc inh,Fluorescein fluor,ERK AVP inh,GFP derepression,HBB splice mod,CRE Fsk mod,Ub-GFP proteasome,Hsp90 Hop PPI,TexasRed autofl
O=C(Nc1ccccc1)NC1CCN(CCCN2C(=O)c3ccccc3C2=O)CC1,i,i,2%,i,-6%,2%,x,-4%,1%,-1%,u
Cc1nn2c3c(cnc2c1-c1ccccc1)C(=O)CCC3,u,u,1%,i,-22%,0%,3.3%[0.369 µM],u,x,-1%,i
O=C(Cn1nnc(-c2ccccc2)n1)OCc1csc(-c2ccccc2)n1,i,i,3%,u,2%,2%,-0.2%,u,0%,-1%,i
CC(CCc1ccccc1)NC(=O)COC(=O)C1=COCCO1 (stereo unspecified),i,i,-1%,i,11%,-2%,0.1%[57.5 µM],-18%,-3%,1%,i
Cc1ccc(C)c(S(=O)(=O)c2c(N)n(/N=C/c3ccco3)c3nc4ccccc4nc23)c1,7.5e-08M*,7e-08M*,1%,i,-1%,-3%,8.2%[0.369 µM],u,-1%,-3%,i
O=C(c1ccc(Cl)cc1)N(Cc1cccs1)C1CCS(=O)(=O)C1 (stereo unspecified),i,i,-4%,u,-19%,0%,6.8%,-8%,1%,-7%,i
CCSC1=NCN(CCCC(=O)O)CN1,i,i,5%,i,-3%,15%,-0.1%[57.5 µM],1%,1%,-1%,i
COc1ccc(CCNC(=O)c2c(O)c3cccc4c3n(c2=O)CC4)cc1,1.1e-08M*,1.6e-08M*,3%,i,-6%,0%,x,1%,-5%,2%,u
O=C(COc1ccccc1)NCC(=O)NC1=NCCS1,i,i,-2%,i,21%,-1%,0.8%,-2%,-19%,0%,i
OC(CN1C2=NCCCN2c2ccccc21)c1ccc2c(c1)OCO2 (stereo unspecified),i,i,-2%,i,-3%,-2%,-0.3%,0%,0%,-2%,i
CCOC(=O)c1[nH]c(C)c(C(=O)OCC(=O)NC(=O)NC(C)(C)C)c1C,i,i,0%,u,-14%,0%,-3.2%,u,3%,4%,i
CC(C)(C)c1ccc(S(=O)(=O)NCC(=O)N2CCN(C(=O)c3ccco3)CC2)cc1,i,i,-2%,i,-15%,8%,0.0%,-1%,-3%,-5%,i

Three entries picked at random from those above:
compound,A350 autofl,4-MU autofl,FLuc inh,Fluorescein fluor,ERK AVP inh,GFP derepression,HBB splice mod,CRE Fsk mod,Ub-GFP proteasome,Hsp90 Hop PPI,TexasRed autofl
OC(CN1C2=NCCCN2c2ccccc21)c1ccc2c(c1)OCO2 (stereo unspecified),i,i,-2%,i,-3%,-2%,-0.3%,0%,0%,-2%,i
COc1ccc(CCNC(=O)c2c(O)c3cccc4c3n(c2=O)CC4)cc1,1.1e-08M*,1.6e-08M*,3%,i,-6%,0%,x,1%,-5%,2%,u
Cc1nn2c3c(cnc2c1-c1ccccc1)C(=O)CCC3,u,u,1%,i,-22%,0%,3.3%[0.369 µM],u,x,-1%,i

The list goes on.
compound,A350 autofl,4-MU autofl,FLuc inh,Fluorescein fluor,ERK AVP inh,GFP derepression,HBB splice mod,CRE Fsk mod,Ub-GFP proteasome,Hsp90 Hop PPI,TexasRed autofl
CCCOc1ccccc1-c1nc2c([nH]1)c(=O)[nH]c(=O)n2C,2.6e-07M*,2.4e-07M*,2%,u,-8%,2%,6.1%,13µM*,-5%,23%,i
Cc1ccc(S(=O)(=O)c2nc(NC3CCS(=O)(=O)C3)sc2Cl)cc1 (stereo unspecified),i,i,2%,u,15%,0%,x,6%,-2%,-3%,i
CCCCN1C(=O)C(NC(C)=O)c2ccccc21 (stereo unspecified),i,i,0%,u,9%,-1%,-1.3%,-4%,-1%,u,i
c1ccc(SC(Sc2ccccc2)c2ccc3c(c2)OCO3)cc1,i,i,1%[11.4 µM],u,40%[activator][11.5 µM],-2%[9.22 µM],-1.9%[9.22 µM],15%[7.6 µM],-8%[9.17 µM],18%[11 µM],i
CC(C)CCn1c(SCCN2CCOCC2)nc2c1c(=O)[nH]c(=O)n2C,i,i,0%,i,8%,0%,x,9%,3%,-1%,i
CCCC1=C(C(=O)OCC)C(c2ccccc2OC)NC(=O)N1 (stereo unspecified),x,x,0%,x,-5%,0%,-0.1%,3%,0%,-1%,x
Cc1ccc(NC(=O)c2cccs2)cc1NC(=O)c1ccco1,i,i,-14%,u,-6%,-3%,-0.3%[57.5 µM],11%,3%,0%,i
O=C(NCc1ccc2c(c1)OCO2)C1CCCN(S(=O)(=O)c2cccc3nonc23)C1 (stereo unspecified),i,i,1%,u,-5%,16%,0.0%,10%,-3%,-13%,i
CCOc1ccccc1N1CCN(CC(=O)Nc2nnc(CC)s2)CC1,i,i,2%,u,-6%,1%,0.0%[57.5 µM],-18%,-3%,-3%,i
CCOC(=O)c1[nH]c2ccc(F)cc2c1N=C(C)N(CC)CC,i,i,0%[25.5 µM],i,x,0%[20.6 µM],x,x,x,x,i
CC(C)Sc1oc(-c2ccco2)nc1S(=O)(=O)c1ccccc1,i,i,1%,i,2%,4%,1.4%,11%,0%,2%,i
COc1ccc(S(=O)(=O)N(Cc2nc3ccccc3c(=O)[nH]2)C2CCCC2)cc1,i,i,1%,u,-11%,-1%,-0.2%,-13%,6%,-4%,i

Next section.
compound,A350 autofl,4-MU autofl,FLuc inh,Fluorescein fluor,ERK AVP inh,GFP derepression,HBB splice mod,CRE Fsk mod,Ub-GFP proteasome,Hsp90 Hop PPI,TexasRed autofl
COC(=O)C1=C(C)NC(=O)CC1c1cc(Br)ccc1F (stereo unspecified),i,i,-1%,i,-8%,1%,-0.2%,7%,-2%,-1%,u
COc1ccc(Br)c2c1C[C@H](C(=O)O)CC2,i,i,4%[11.4 µM],u,32%[11.5 µM],2%[9.22 µM],3.2%[9.22 µM],-8%[7.6 µM],1%[9.17 µM],8%[11 µM],i
O=C(Nc1cnc2sc3c(n2c1=O)CCCC3)c1ccc(F)cc1,1.8e-07M*,1.6e-07M*,1%,u,-14%,1%,-3.7%,-3%,3%,2%,i
O=C(CSc1nnc(CNc2ccccc2)o1)N1CCN(C(=O)c2ccco2)CC1,i,i,-1%,i,12%,0%,-0.7%[57.5 µM],-3%,1%,0%,i
Cc1cc(C)n(-c2nnc(C)n2/N=C/c2cc(Br)ccc2OCc2ccccc2)n1,x,x,2%,x,-13%,-4%,-2.2%[0.0738 µM],u,-1%[9.17 µM],-13%[11 µM],x
Cc1ccc2c(CC(=O)NCc3ccc4c(c3)OCO4)coc2c1,i,i,-2%,i,-19%,4%,0.0%[57.5 µM],-9%,-4%,-2%,i
C=CCOc1ccc(/C(O)=C2/C(=O)C(=O)N(CCCN3CCOCC3)C2c2ccc(OC)cc2)cc1 (stereo unspecified),i,i,2%[25.5 µM],u,x,-3%[20.6 µM],x,x,x,x,i
Fc1ccccc1CSc1nnc(-c2cccs2)o1,i,i,-12%,u,53%[activator],2%,-0.5%[57.5 µM],13%,2%,8%,i
CS(=O)(=O)N1CCC(C(=O)NCc2ccncc2)CC1,i,i,3%,i,-14%,7%,2.7%[57.5 µM],-2%,-2%,0%,i
CC(C)Nc1c(N)c(=O)oc2ccccc12,i,i,2%,u,1%,-1%,x,4%,5%,-7%,i
CC1CCN(CCCNC(=O)C2CC(=O)N(C3CCCCCC3)C2)CC1 (stereo unspecified),i,i,1%,i,12%,0%,0.0%,-6%,-5%,2%,i
COc1cc(OC)c(N2CC34C=CC(O3)C(C(=O)O)C4C2=O)cc1Cl (stereo unspecified),i,i,1%,i,3%,5%,-0.2%,7%,8%,-2%,u

Going on with the list.
compound,A350 autofl,4-MU autofl,FLuc inh,Fluorescein fluor,ERK AVP inh,GFP derepression,HBB splice mod,CRE Fsk mod,Ub-GFP proteasome,Hsp90 Hop PPI,TexasRed autofl
Cc1ccc(C(=O)NC2CCCc3ccccc32)o1 (stereo unspecified),i,i,1%,i,-7%,6%,-1.6%,u,1%,-7%,i
COCCN1C(=O)C(=O)/C(=C(/O)c2cccc(OC)c2)C1c1ccncc1 (stereo unspecified),i,i,2%,i,19%,0%,x,2%,-1%,4%,i
CC(=O)C1=C(O)C(=O)N(Cc2cccnc2)C1c1ccc(Cl)cc1Cl (stereo unspecified),u,i,3%,i,-12%,1%,-0.2%,-5%,2%,-1%,i
Cc1ccc(Nc2nc(N3CCOCC3)c3ccccc3n2)cc1,8.6e-08M*,6.4e-08M*,-6%,u,u,-2%,-2.9%,2%,-2%,3%,i
CSC1=NCCN1C(=O)c1cccs1,x,x,-5%,x,-3%,-11%,0.0%,-1%,-9%,0%,x

Screening data as filed in PubChem.

An excerpt. The share of hits here may be higher or lower than overall.
